POLH inh: DNA polymerase eta (human) inhibition. Q9Y253. recombinant Pol eta, fluorescent DNA replication assay. Potency, µM (top dose mostly 114 µM), inactives show at the top dose activity change, negative = inhibition, most hits filed as inhibitors. actives 1.2% (n = 390,000). AID 588591; note: potency is the fitted concentration of half-maximal effect; % is set by controls: 0 for no effect and ±100 for the full control effect
Target sequence (Q9Y253 whole entry, looked up): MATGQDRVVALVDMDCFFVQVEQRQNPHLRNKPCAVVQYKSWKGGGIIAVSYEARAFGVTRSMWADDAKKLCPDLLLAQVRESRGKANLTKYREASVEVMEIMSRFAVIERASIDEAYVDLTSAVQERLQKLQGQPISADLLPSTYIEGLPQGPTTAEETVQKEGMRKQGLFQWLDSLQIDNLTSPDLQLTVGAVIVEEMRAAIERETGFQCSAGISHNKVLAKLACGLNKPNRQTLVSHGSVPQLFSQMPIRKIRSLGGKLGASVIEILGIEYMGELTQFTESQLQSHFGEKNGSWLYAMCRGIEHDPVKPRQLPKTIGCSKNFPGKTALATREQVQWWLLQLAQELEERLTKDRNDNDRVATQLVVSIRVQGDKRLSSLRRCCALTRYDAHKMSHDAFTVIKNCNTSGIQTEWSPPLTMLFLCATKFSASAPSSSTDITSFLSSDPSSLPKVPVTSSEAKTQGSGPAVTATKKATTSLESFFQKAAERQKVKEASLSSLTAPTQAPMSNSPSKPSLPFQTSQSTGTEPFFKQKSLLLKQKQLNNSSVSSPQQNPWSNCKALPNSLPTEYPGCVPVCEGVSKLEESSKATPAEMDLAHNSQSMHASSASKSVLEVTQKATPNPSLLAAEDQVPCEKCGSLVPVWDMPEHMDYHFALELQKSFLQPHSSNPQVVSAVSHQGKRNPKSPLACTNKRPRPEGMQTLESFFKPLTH
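Pol eta at 10 nM preincubated with compounds 15 min at room temperature; reaction started with fluorescent substrate (50 nM final) and read kinetically at 0 and 10 min.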
Pol iota inh: DNA polymerase iota (human) inhibition; Q9UNA4; Pol iota fluorescent replication assay, 10 min; Potency, µM (doses to about 115 µM), for inactives: top-dose activity, negative = inhibition, usual class: inhibitors; actives 1% (n = 390,000); AID 588590; note: potency is the fitted concentration of half-maximal effect
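Pol iota at 10 nM preincubated 15 min with compounds at room temperature; reaction started with fluorescent substrate, 50 nM final. Fluorescence read kinetically at 0 and 10 min; buffer-only wells as negative control.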
POLB inh: inhibitors of human DNA polymerase beta; P06746; Pol beta primer extension/strand displacement, fluorescence kinetic; Potency, µM (top dose mostly 114 µM), for inactives: top-dose activity change, negative = inhibition, actives largely listed as inhibitors; actives 1.3% (n = 340,000); note: potency is the fitted concentration of half-maximal effect; % is set by controls: 0 for no effect and ±100 for the full control effect
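Pol beta (10 nM) was preincubated with compound for 15 min at room temperature. The reaction was then started with 50 nM substrate and read immediately and after a further 10 min at room temperature.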
RXFP1 antagonist: blocks the human relaxin receptor RXFP1; actives 0.59% (n = 350,000); HEK293-RXFP1, relaxin-stimulated cAMP HTRF, 30 min; hits give low values; Q9HBX9; activity change, negative = inhibition, % at 57.5 µM;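 active = activity change of -60% or lower, but not beyond a set lower limit; inconclusive = change between -60% and -40%, or beyond the set limit; inactive = change above -40%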; note: % is set by controls: 0 for no effect and ±100 for the full control effect
Anesthetic bind: candidate novel general anesthetic via apoferritin binding | actives 0.074% (n = 350,000) | P02791 | Potency, µM (doses to about 77.5 µM), without a hit: at the highest dose activity change, negative = displacement, usual class: inhibitors | AID 485281 | apoferritin/1-aminoanthracene competitive binding, fluorescence; note: potency is the fitted concentration of half-maximal effect; % is set by controls: 0 for no effect and ±100 for the full control effect; nearly all actives have a fitted effect of over 20% in size
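Horse-spleen apoferritin (10 uM) was mixed with 50% saturated 1-aminoanthracene in PBS, exposed to compounds for 10 min at room temperature, and read for fluorescence (ex 380 nm, em 535 nm). Competitive displacement was fitted with a four-parameter Hill equation.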
Tb PGK inh: inhibitors of T. brucei phosphoglycerate kinase. P07378. PGK/GAPDH coupled, Kinase-Glo luminescence, 60 min. Potency, µM (top dose mostly 57.5 µM), for the others: at the highest dose activity change, negative = inhibition, most hits filed as inhibitors. actives 0.043% (n = 380,000). AID 602233; note: potency is the fitted concentration of half-maximal effect; % is set by controls: 0 for no effect and ±100 for the full control effect; nearly all actives have a fitted effect of over 60% in size
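Luminescent ATP detection (Kinase-Glo Plus) follows a 60-minute room-temperature incubation, with wells lacking PGK as controls. Buffer: 100 mM TEA (pH 7.6), 5 mM MgCl2, 0.01% Tween-20. Coupling enzyme GAPDH (100 nM final) supplies unstable 1,3-BPG in-well.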
APE1 inh: APE1 (human) endonuclease inhibition; actives 0.35% (n = 350,000); P27695; AID 2517; recombinant APE1, TAMRA/BHQ-2 abasic DNA cleavage fluorescence; Potency, µM (top dose mostly 65.8 µM), for inactives: at the top dose activity change, negative = inhibition, most hits filed as inhibitors;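 note: potency is the fitted concentration of half-maximal effect; plate controls were vehicle for no effect and reference inhibitor for full effect; nearly all actives have a fitted effect of over 55% in size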
Target sequence (P27695 whole entry, looked up): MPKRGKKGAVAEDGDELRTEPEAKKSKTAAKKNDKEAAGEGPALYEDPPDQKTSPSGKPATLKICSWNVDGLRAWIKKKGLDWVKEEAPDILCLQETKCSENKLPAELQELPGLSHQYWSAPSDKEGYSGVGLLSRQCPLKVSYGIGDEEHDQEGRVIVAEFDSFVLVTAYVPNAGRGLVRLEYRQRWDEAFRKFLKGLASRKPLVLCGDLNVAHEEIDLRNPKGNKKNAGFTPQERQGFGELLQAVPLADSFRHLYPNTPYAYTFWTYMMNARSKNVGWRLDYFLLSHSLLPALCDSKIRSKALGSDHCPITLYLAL
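0.75 nM APE1 + cpd, 15 min RT; start w/ 50 nM TAMRA/BHQ-2 THF-abasic dsDNA; kinetic fluor 525/598 nm ×3 reads @60 s; Δ(read3−read1); normalized to DMSO and NSC13755 control wells.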
Pol kappa inh: inhibitors of human DNA polymerase kappa; Q9UBT6; purified Pol kappa, fluorescent DNA synthesis assay, 10 min; Potency, µM (series often up to 107 µM), without a hit: top-dose activity, negative = inhibition, hits mostly inhibitors; actives 0.53% (n = 400,000); AID 588579; note: potency is the fitted concentration of half-maximal effect; % is set by controls: 0 for no effect and ±100 for the full control effect
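Pol kappa 10 nM + cpd, 15 min RT; start w/ substrate 50 nM final; fluorescence kinetic read, 0 and 10 min. Neg ctrl: buffer, no enzyme.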
BLM inh: inhibitors of human Bloom syndrome helicase BLM; P54132; recombinant BLM DNA unwinding, fluorescence dequenching; Potency, µM (top dose mostly 56.1 µM), inactives show top-dose activity change, negative = inhibition, hits mostly inhibitors; actives 0.2% (n = 350,000); AID 2528;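 note: potency is the fitted concentration of half-maximal effect; plate controls were vehicle for no effect and no enzyme for full effect; nearly all actives have a fitted effect of over 35% in size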
The depositor's hits bear a star; [ ] = another dose, or the depositor's remark. Unless noted, calls come from the whole dose curve; as a rule, active = well fitted curve in the direction sought with a large enough effect; inconclusive = small, poorly fitted or top-dose-only effect, or another doubt; inactive = no such curve, though single readings can be large; an effect the other way counts as inactive or inconclusive. A portion of the library; the hit share may differ from the screen's.

`O=C(CSc1n[nH]c(=O)[nH]c1=O)N/N=C/c1ccccc1O` gave POLH inh -13.7%, Pol iota inh 10.1%, POLB inh 82.8%, RXFP1 antagonist 26.0, Anesthetic bind 3.0%, Tb PGK inh -5.4%, APE1 inh 6.8%, Pol kappa inh -2.9% and BLM inh 2.2%.
For CN(CC(=O)NCc1ccc(Cl)cc1)S(=O)(=O)c1ccc2[nH]c3c(c2c1)CCCC3 the results were POLH inh -21.0%, Pol iota inh 30.0%, POLB inh -11.0%, RXFP1 antagonist -16.6, Anesthetic bind 14.4%, Tb PGK inh inactive, Pol kappa inh 0.3% and BLM inh -7.0%.
NS(=O)(=O)c1ccc(CCNCc2ccccc2OCc2ccc(F)cc2)cc1 was read as POLH inh -7.1%, Pol iota inh 114.0%[activator], POLB inh 26.6%, RXFP1 antagonist -7.4, Anesthetic bind -7.2%, Tb PGK inh 5.9%, APE1 inh -5.6%, Pol kappa inh -9.9% and BLM inh -9.8%.
`O=C(O)CCNc1ccc(Cl)cc1` gave POLH inh 21.2%, Pol iota inh 20.5%, POLB inh inconclusive, RXFP1 antagonist 6.7, Anesthetic bind 1.0%, Tb PGK inh -14.7%, APE1 inh 4.6%, Pol kappa inh -11.1% and BLM inh -5.9%.
For CCCn1c(SCC(=O)c2cc(OC)ccc2OC)nc2c1c(=O)n(C)c(=O)n2C the results were POLH inh -21.3%, Pol iota inh 27.5%, POLB inh 14.4%, RXFP1 antagonist 9.3, Anesthetic bind -6.8%, Tb PGK inh -3.3%, APE1 inh 4.2%, Pol kappa inh -0.8% and BLM inh 0.6%.
Screening N#Cc1c(NC(=O)Cn2c(=O)oc3ccccc32)oc(-c2ccccc2)c1-c1ccccc1 returned POLH inh inconclusive, Pol iota inh -3.4%, POLB inh -16.0%, RXFP1 antagonist inconclusive, Anesthetic bind -2.1%, Tb PGK inh -5.5%, APE1 inh 11.4%, Pol kappa inh -20.9% and BLM inh -16.4%.
`Cn1c(Cc2ccc3c(c2)OCO3)nnc1SCC(=O)N1CCc2ccccc2C1` gave POLH inh 0.8%, Pol iota inh inconclusive, POLB inh 13.8%, RXFP1 antagonist 18.7, Anesthetic bind -16.8%, Tb PGK inh -0.8%, APE1 inh -2.5%, Pol kappa inh -29.0% and BLM inh 1.2%.
CCOC(=O)c1nc(NCc2ccc(Cl)cc2)c2c(C)noc2n1 was read as POLH inh -5.5%, Pol iota inh 19.2%, POLB inh 7.5%, RXFP1 antagonist 4.2, Anesthetic bind -9.2%, Tb PGK inh -8.8%, Pol kappa inh -5.5%[60.1 µM] and BLM inh 0.9%.
`CCOc1ccc(CN2CCN(c3ncnc4scc(-c5ccccc5)c34)CC2)cc1` gave POLH inh -17.9%, Pol iota inh 120.6%[activator], POLB inh 6.8%, RXFP1 antagonist -17.8, Anesthetic bind -11.8%, Tb PGK inh inactive, APE1 inh -11.7%, Pol kappa inh 1.0% and BLM inh -3.7%.
For Cc1ccc(OCc2nc(-c3ccc(C(=O)N4CCN(c5cc(Cl)ccc5C)CC4)cc3)oc2C)cc1 the results were POLH inh -2.4%, Pol iota inh 4.5%, POLB inh -1.9%, RXFP1 antagonist -0.6, Anesthetic bind -3.6%, Tb PGK inh -5.8%, Pol kappa inh 6.3% and BLM inh -5.6%.
For COc1cc(S(=O)(=O)NCC(c2ccco2)N2CCCCC2)ccc1NC(C)=O (stereo not given) the results were POLH inh -11.7%, Pol iota inh -3.6%, RXFP1 antagonist -1.7, Tb PGK inh 5.8%, APE1 inh 10.3% and Pol kappa inh -8.7%.
For O=C(NCCSCc1ccco1)c1ccc(CN2CCOCC2)cc1 the results were POLH inh 5.8%, Pol iota inh 5.3%, POLB inh 2.2%, RXFP1 antagonist -12.2, Anesthetic bind -4.0%, Tb PGK inh -1.7%, APE1 inh -1.9%, Pol kappa inh -3.1% and BLM inh -0.4%.
`[O-][n+]1c2ccccc2[n+]([O-])c2cc(O)ccc21` gave POLH inh 17.8µM*, Pol iota inh inconclusive, POLB inh 22.4µM*, RXFP1 antagonist -9.4, Anesthetic bind -13.7%, Tb PGK inh inconclusive, APE1 inh 18.9µM*, Pol kappa inh inconclusive and BLM inh -29.9%.
Cc1ccc(-c2nnc(SCc3nc4ccccc4[nH]3)n2Cc2ccco2)cc1 was read as POLH inh -1.8%, Pol iota inh 9.6%, POLB inh 15.8%, RXFP1 antagonist -12.8, Anesthetic bind -10.2%, Tb PGK inh -1.2%, APE1 inh -8.4%, Pol kappa inh -11.4% and BLM inh -9.3%.
For O=C(NCc1ccc(F)cc1)c1ccc(CS(=O)(=O)Cc2ccccc2F)o1 the results were POLH inh -1.3%, Pol iota inh -7.2%, POLB inh -1.7%, RXFP1 antagonist -18.3, Anesthetic bind -13.3%, Tb PGK inh -7.1%, APE1 inh -2.1%, Pol kappa inh 10.4% and BLM inh -6.1%.
For O=C(NC(Cc1ccccc1)C(=O)OCC(=O)N1CCc2ccccc21)c1ccco1 (stereo not given) the results were POLH inh -1.3%, Pol iota inh 10.7%, POLB inh -1.3%, RXFP1 antagonist -8.4, Anesthetic bind -11.8%, Tb PGK inh 3.7%, APE1 inh -0.5%, Pol kappa inh -4.4% and BLM inh -4.5%.
Screening Cc1cc(C2C(C#N)=C(N)OC3=C2C(=O)CCC3)c(C)s1 (stereo not given) returned POLH inh 11.8%, Pol iota inh 9.2%, POLB inh 21.9%, RXFP1 antagonist 6.1, Anesthetic bind -1.6%, Tb PGK inh -0.4%, APE1 inh 0.7%, Pol kappa inh -4.5% and BLM inh 0.6%.
C=C1C(=O)OC2C=C(C)CCC=C(C)CCC12 (stereo not given) was read as Anesthetic bind 52.3%[activator], APE1 inh 9.6%, Pol kappa inh -9.1%[12 µM] and BLM inh -11.3%.
For COc1ccc(-c2nnn(CC(=O)c3ccc4c(c3)OCCO4)n2)cc1OC the results were POLH inh 9.3%, Pol iota inh 16.8%, POLB inh 0.2%, RXFP1 antagonist -2.2, Anesthetic bind -5.1%, Tb PGK inh -2.1%, APE1 inh -1.4%, Pol kappa inh -5.8% and BLM inh -2.1%.
For CCCC(C)NC(=O)C1c2ccccc2Oc2ccccc21 (stereo not given) the results were POLH inh -3.7%, Pol iota inh 4.7%, POLB inh 24.9%, RXFP1 antagonist -3.0, Anesthetic bind -13.6%, Tb PGK inh 7.2%, APE1 inh 19.8%, Pol kappa inh -11.9% and BLM inh -0.4%.
Screening COc1ccc(-c2cc(=O)oc3cc(OCC(=O)c4cccc([N+](=O)[O-])c4)ccc23)cc1 returned POLB inh -4.8%, Anesthetic bind -0.6%, APE1 inh -0.1% and BLM inh -20.8%.
`O=C(N/N=C/c1cn(-c2ccccc2)nc1-c1cc2ccccc2o1)c1ccccc1Br` gave POLH inh -20.7%, Pol iota inh 96.9%[activator], POLB inh -0.8%, RXFP1 antagonist -9.7, Anesthetic bind -7.3%, Tb PGK inh -1.5%, APE1 inh 2.5%, Pol kappa inh -7.0% and BLM inh -3.3%.
For O=C(Nc1ccc(S(=O)(=O)NC2=NCCCCC2)cc1)c1ccc(C(F)(F)F)cc1 the results were POLH inh -23.1%, Pol iota inh 20.9%, POLB inh 26.6%, RXFP1 antagonist 0.0, Anesthetic bind -4.3%, Tb PGK inh -10.1%, APE1 inh 5.0%, Pol kappa inh -2.9% and BLM inh -3.4%.
`CCCC(=O)Nc1ccc2oc(-c3ccc(O)c(Br)c3)nc2c1` gave POLH inh 1.6%, Pol iota inh 6.1%, POLB inh 6.0%, RXFP1 antagonist -3.4, Anesthetic bind -2.5%, Tb PGK inh 6.4%, Pol kappa inh 4.2% and BLM inh -3.0%.
Screening CCCn1c(SCc2nc(-c3ccccc3OCC)no2)nnc1-c1ccc(Cl)cc1 returned POLH inh -10.7%, Pol iota inh -18.3%, POLB inh 3.2%, RXFP1 antagonist -2.3, Anesthetic bind -4.9%, Tb PGK inh 5.2%, Pol kappa inh -13.7% and BLM inh -5.7%.
`O=C(O)c1ccc2c3c(cccc13)C(=O)N(OS(=O)(=O)c1ccccc1)C2=O` gave POLH inh inconclusive, Pol iota inh inconclusive, POLB inh inconclusive, RXFP1 antagonist 15.0, Anesthetic bind -6.9%, Tb PGK inh 2.3%, APE1 inh 0.9%, Pol kappa inh -5.5% and BLM inh -0.3%.
`O=C(NNC(=S)Nc1ccccc1)c1cccnc1` gave POLH inh -16.9%, Pol iota inh 9.7%, POLB inh -21.2%, RXFP1 antagonist 2.0, Anesthetic bind -6.2%, Tb PGK inh -12.1%, APE1 inh 0.2%, Pol kappa inh 8.5% and BLM inh -1.6%.
For Cc1sc2nc(CSCC(=O)Nc3c(Cl)cccc3Cl)[nH]c(=O)c2c1C the results were POLH inh -15.0%, Pol iota inh -1.5%, POLB inh 0.9%, RXFP1 antagonist 12.8, Anesthetic bind -15.1%, Tb PGK inh -12.8%, APE1 inh -2.3%, Pol kappa inh -5.1% and BLM inh -0.3%.
For NS(=O)(=O)c1ccc(NC(=O)c2csnn2)cc1 the results were POLH inh -21.9%, Pol iota inh 38.7%[activator], POLB inh -3.4%, RXFP1 antagonist -6.1, Anesthetic bind -13.2%, Tb PGK inh -28.5%, Pol kappa inh -23.1% and BLM inh -1.7%.

Entries above that have two or more sulfur atoms (2):
For Cc1sc2nc(CSCC(=O)Nc3c(Cl)cccc3Cl)[nH]c(=O)c2c1C the results were POLH inh -15.0%, Pol iota inh -1.5%, POLB inh 0.9%, RXFP1 antagonist 12.8, Anesthetic bind -15.1%, Tb PGK inh -12.8%, APE1 inh -2.3%, Pol kappa inh -5.1% and BLM inh -0.3%.
For NS(=O)(=O)c1ccc(NC(=O)c2csnn2)cc1 the results were POLH inh -21.9%, Pol iota inh 38.7%[activator], POLB inh -3.4%, RXFP1 antagonist -6.1, Anesthetic bind -13.2%, Tb PGK inh -28.5%, Pol kappa inh -23.1% and BLM inh -1.7%.
